LAP4-GFP MLPCN: modulators of TOR pathway LAP4-GFP in S. cerevisiae | S. cerevisiae LAP4-GFP multiplex, flow cytometry GFP, 3 h; median GFP as percent of DMSO wells | GFP response vs DMSO, % at 10 µM | 320,000 compounds, 0.34% hits | AID 2023;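 active = GFP response vs DMSO above a set limit, about the screen mean plus 3 SD, cut at about 150% in these data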
MEP2-GFP yeast: yeast TOR pathway MEP2-GFP modulation; GFP response vs DMSO, % at 10 µM; 330,000 compounds, 0.51% hits; S. cerevisiae MEP2-GFP strain, flow cytometry GFP, 3 h; 100% = DMSO control level; AID 2016;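 active = GFP response versus DMSO above a set limit, roughly screen mean plus 3 SD, cut at about 180% in these data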;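 also: median GFP fluorescence of the barcode-gated MEP2-GFP cells per well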
CIT2 TOR yeast: modulators of TOR pathway CIT2-GFP in S. cerevisiae; S. cerevisiae CIT2-GFP strain, flow cytometry, 3 h; 100 means same as DMSO wells; GFP response vs DMSO, % at 10 µM; 320,000 compounds, 0.065% hits; AID 2029;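 active = GFP response relative to DMSO above a set limit, near the screen mean plus 3 SD, cut at about 150% in these data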;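 also: ratio of well median GFP fluorescence to mean of DMSO wells on the plate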
Efflux pump mplx: inhibitors of Candida antifungal efflux pumps expressed in yeast; inhibition, % at 10 µM; S. cerevisiae Candida pump triplex, Nile Red efflux; 330,000 compounds, 0.44% hits;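 active = plate passing quality check with inhibition over a set limit, or well fluorescence over plate mean plus 4 SD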;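 also: Nile Red retained in pooled yeast measured as flow cytometry median fluorescence; 0% = buffer negative control and 100% = Enniatin B positive control; higher means more Nile Red kept so more efflux inhibition; some compounds called inactive have numbers as strong as hits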
RPL19A-GFP yeast: yeast TOR pathway RPL19A-GFP modulation; S. cerevisiae RPL19A-GFP strain, flow cytometry, 3 h; stronger effect = lower value; percent response vs DMSO, % at 10 µM; 330,000 compounds, 0.3% hits; AID 2025;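 active = percent response vs DMSO below 50%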;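 also: median channel GFP fluorescence of the barcoded RPL19A-GFP strain; ratio of sample median GFP to plate DMSO average so 100% = DMSO; lower means less RPL19A-GFP as with rapamycin TOR inhibition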
AGP1 TOR yeast: modulators of TOR pathway AGP1-GFP in S. cerevisiae | S. cerevisiae AGP1-GFP multiplex flow cytometry, 3 h; GFP as percent of DMSO wells | GFP response vs DMSO, % at 10 µM | 320,000 compounds, 0.02% hits | AID 2066;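 active = GFP response relative to DMSO above a set limit, near screen average plus 3 SD, cut at about 150% in these data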;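 also: median GFP channel fluorescence of the gated AGP1 strain per well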
AHR activator: activates the human aryl hydrocarbon receptor. P35869. AHR-responsive luciferase reporter cells, luminescence. activation, % at 5 µM. 320,000 compounds, 2.5% hits; in the data active = activation above about 47%;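 also: 0% = vehicle wells and 100% = reference agonist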
CR mimetic SO: yeast age-related superoxide inhibition as caloric restriction mimetic. 330,000 compounds, 0.18% hits. S. cerevisiae aged cells, superoxide DHE fluorescence; stronger effect = lower value. superoxide response (% of plate mean), % at 10 µM;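 active = superoxide response under a set limit, about three screen SD below normal, cut at about 65% in these data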;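 also: yeast aged for seven days with compound at 30 °C before DHE staining; 100% = average MFI of all compound-treated wells on the plate with controls excluded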
* hit, by the source's call.

1) C/C(=N\NC(=O)CSCc1ccc(Cl)cc1)c1ccc2c(c1)OCCO2
2) O=C(NCc1ccc(Cl)cc1)C(=O)Nc1nccs1
3) CCc1ccc2[nH]c(C)c(CN3CCCCCC3)c(=O)c2c1
4) Cc1ccc(SCc2nnc(NC(=O)c3ccccc3)s2)cc1
5) CNS(=O)(=O)c1cc(NC(=O)CCNC(=O)c2ccco2)ccc1C
Assay by compound	1	2	3	4	5
LAP4-GFP MLPCN	106	95	96	86	115
MEP2-GFP yeast	98	101	94	91	101
CIT2 TOR yeast	95	89	96	90	97
Efflux pump mplx	-0.1	0.0	0.0	0.1	0.0
RPL19A-GFP yeast	97	93	100	85	102
AGP1 TOR yeast	103	98	101	87	104
AHR activator	3	0	3	5	-1
CR mimetic SO	97	99	102	91	88

6) CC(C)CC(NC(=O)C1CCC(=O)N1)C(=O)NC(CC(C)C)C(=O)N1CCCC1C(N)=O (stereo not drawn)
7) O=S(=O)(c1ccc(OCC(O)CN2CCN(c3ccccc3O)CC2)cc1)N1CCOCC1 (stereo not drawn)
8) CCN(C(=O)COc1ncnc2ccccc12)C1CCCCC1
9) CCn1c(COc2ccc(C)cc2)nnc1SCc1ccc(C#N)cc1
10) CCC(=O)Nc1nc2nc(C)cc(=O)n2[nH]1
Assay by compound	6	7	8	9	10
LAP4-GFP MLPCN	96	91	95	101	94
MEP2-GFP yeast	107	97	103	92	95
CIT2 TOR yeast	103	93	106	90	91
Efflux pump mplx	-0.1	0.0	0.1	0.2	0.1
RPL19A-GFP yeast	103	93	104	92	92
AGP1 TOR yeast	104	92	102	92	92
AHR activator	0	-1	0	-6	0
CR mimetic SO	96	121	106	91	83

Eight successive records from above, quoted:
3) CCc1ccc2[nH]c(C)c(CN3CCCCCC3)c(=O)c2c1
4) Cc1ccc(SCc2nnc(NC(=O)c3ccccc3)s2)cc1
5) CNS(=O)(=O)c1cc(NC(=O)CCNC(=O)c2ccco2)ccc1C
6) CC(C)CC(NC(=O)C1CCC(=O)N1)C(=O)NC(CC(C)C)C(=O)N1CCCC1C(N)=O (stereo not drawn)
7) O=S(=O)(c1ccc(OCC(O)CN2CCN(c3ccccc3O)CC2)cc1)N1CCOCC1 (stereo not drawn)
8) CCN(C(=O)COc1ncnc2ccccc12)C1CCCCC1
9) CCn1c(COc2ccc(C)cc2)nnc1SCc1ccc(C#N)cc1
Assay by compound	3	4	5	6	7	8	9
LAP4-GFP MLPCN	96	86	115	96	91	95	101
MEP2-GFP yeast	94	91	101	107	97	103	92
CIT2 TOR yeast	96	90	97	103	93	106	90
Efflux pump mplx	0.0	0.1	0.0	-0.1	0.0	0.1	0.2
RPL19A-GFP yeast	100	85	102	103	93	104	92
AGP1 TOR yeast	101	87	104	104	92	102	92
AHR activator	3	5	-1	0	-1	0	-6
CR mimetic SO	102	91	88	96	121	106	91

10) CCC(=O)Nc1nc2nc(C)cc(=O)n2[nH]1
Assay by compound	10
LAP4-GFP MLPCN	94
MEP2-GFP yeast	95
CIT2 TOR yeast	91
Efflux pump mplx	0.1
RPL19A-GFP yeast	92
AGP1 TOR yeast	92
AHR activator	0
CR mimetic SO	83

The list goes on:
11) CCCCN(C(=O)c1ccc(OC(F)(F)F)cc1)c1c(N)n(CCC)c(=O)[nH]c1=O
12) COC(=O)c1ccc(C2NC(C(=O)O)CS2)cc1 (stereo not drawn)
13) Cc1nc(SCC(=O)Nc2cc(S(=O)(=O)N3CCOCC3)ccc2Cl)nc(C)c1C
14) Cc1ccc(C23CC4CC(CC(C(N)=O)(C4)C2)C3)cc1
15) O=C(NCCO)c1cccc(Cl)c1
Assay by compound	11	12	13	14	15
LAP4-GFP MLPCN	74	104	96	86	96
MEP2-GFP yeast	89	107	98	103	101
CIT2 TOR yeast	78	101	98	100	95
Efflux pump mplx	-0.1	0.0	-0.1	0.0	-0.1
RPL19A-GFP yeast	91	102	93	101	99
AGP1 TOR yeast	85	107	92	96	102
AHR activator	0	3	1	-1	3
CR mimetic SO	121	95	73	105	98

Compound activity deposited in PubChem BioAssay by several laboratories.
